# CHT allo act – CHT positive allosteric modulators, primary screen, cell-based, membrane potential dye, choline EC20; hit rate 0.49% among 310,000; CHT-expressing cells; stronger effect = higher value; LV-AA mutant CHT in HEK293 cells; B-score at 10 µM; High affinity choline transporter 1 (Homo sapiens), Q9GZV3;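 active = initial fluorescence not abnormally high and integrated response B-score, plate-corrected, over 3 SD above library mean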
# Target sequence (Q9GZV3 whole entry, looked up): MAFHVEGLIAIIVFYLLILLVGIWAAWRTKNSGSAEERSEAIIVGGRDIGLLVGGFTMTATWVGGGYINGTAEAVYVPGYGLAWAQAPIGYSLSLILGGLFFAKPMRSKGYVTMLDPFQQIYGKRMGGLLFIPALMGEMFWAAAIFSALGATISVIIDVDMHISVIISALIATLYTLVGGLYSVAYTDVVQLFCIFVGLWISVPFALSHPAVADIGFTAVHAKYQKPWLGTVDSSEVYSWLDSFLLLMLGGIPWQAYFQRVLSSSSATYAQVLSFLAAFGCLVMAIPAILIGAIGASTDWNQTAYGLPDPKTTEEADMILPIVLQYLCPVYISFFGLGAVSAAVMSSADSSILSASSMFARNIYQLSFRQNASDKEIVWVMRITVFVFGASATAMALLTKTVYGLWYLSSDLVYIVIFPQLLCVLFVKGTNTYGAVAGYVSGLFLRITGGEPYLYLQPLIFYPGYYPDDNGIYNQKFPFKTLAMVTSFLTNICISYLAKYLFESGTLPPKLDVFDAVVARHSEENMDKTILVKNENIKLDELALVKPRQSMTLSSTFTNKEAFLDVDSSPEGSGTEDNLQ
# CHT block – inhibitors of human choline transporter CHT | High affinity choline transporter 1 (Homo sapiens), Q9GZV3 | CHT-expressing cells, membrane potential dye, choline response; stronger effect = lower value | B-score at 10 µM | hit rate 0.86% among 310,000;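 active = B-score over 3 SD under the library average, and starting fluorescence ratio not unusually high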;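 also: choline stimulus applied at its EC90 after an EC20 pre-addition; B-score computed on integrated fluorescence ratio after choline addition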
# An asterisk follows results filed as active; i = inactive.
# The opening seven records as a preview:
canonical_smiles	CHT allo act	CHT block
O=C(N/N=C/C1CC=CCC1)c1cc(-c2cccnc2)nc2ccccc12 (stereo not given)	i	-11*
Cc1nc2ccc(NC(=O)c3cccc(C(F)(F)F)c3)cc2o1	i	i
CCCCCc1cc(=O)oc2c(C(CCN(CC)CC)c3cc(OC)c(OC)c(OC)c3)c(OC)cc(OC)c12 (stereo not given)	i	-5.8*
COc1ccc(-n2nc(C(=O)NCC(=O)N3CCC(C)CC3)c3ccccc3c2=O)c(OC)c1	i	i
CC(C)(C)c1ccc(-c2nnc(NC(=O)c3ccccc3)s2)cc1	i	i
CN(C)NC1CCS(=O)(=O)C1 (stereo not given)	i	i
CCNc1nc(NCC)nc(C(=O)Nc2ccccc2)n1	i	i

# All compounds of this part, from the start:
canonical_smiles	CHT allo act	CHT block
O=C(N/N=C/C1CC=CCC1)c1cc(-c2cccnc2)nc2ccccc12 (stereo not given)	i	-11*
Cc1nc2ccc(NC(=O)c3cccc(C(F)(F)F)c3)cc2o1	i	i
CCCCCc1cc(=O)oc2c(C(CCN(CC)CC)c3cc(OC)c(OC)c(OC)c3)c(OC)cc(OC)c12 (stereo not given)	i	-5.8*
COc1ccc(-n2nc(C(=O)NCC(=O)N3CCC(C)CC3)c3ccccc3c2=O)c(OC)c1	i	i
CC(C)(C)c1ccc(-c2nnc(NC(=O)c3ccccc3)s2)cc1	i	i
CN(C)NC1CCS(=O)(=O)C1 (stereo not given)	i	i
CCNc1nc(NCC)nc(C(=O)Nc2ccccc2)n1	i	i
Cc1nc2nc(SCC(=O)NCCN3CCOCC3)nn2c(C)c1Cc1ccccc1	i	i
Cc1ccc(-c2nc3ccccc3o2)cc1NC(=S)NC(=O)c1cccs1	i	i
CCOc1ccc(N2CC(C(=O)NCCC3=CCCCC3)CC2=O)cc1 (stereo not given)	i	i
COc1ccc(Br)cc1CNC(=O)c1ccc2c(c1)N(C)CCS2	i	i
C/C(=C\c1ccccc1)C(=O)NC1CCSC1=O (stereo not given)	i	i
CCc1nc(SCc2cc(Cl)ccc2OC)n[nH]1	i	i
C=CCOc1ccc(/C=N/n2nnnc2N)cc1OC	i	i
O=C1Nc2ccc([N+](=O)[O-])cc2C1(O)N1CCCCC1 (stereo not given)	i	i
Cc1cc([N+](=O)[O-])nn1CC(=O)NC(C)c1ccccc1 (stereo not given)	i	i
c1ccc(OCCSc2nnc3sc4ccccc4n23)cc1	i	i
COc1cccc(CNC(=O)C2CCC(CNc3c(N4CCC(C)CC4)c(=O)c3=O)CC2)c1 (stereo not given)	i	i
O=C(CCNc1ccc(Br)cc1)c1cccc([N+](=O)[O-])c1	i	i
CCN1CCN(C(=O)/C=C/c2ccc(F)cc2)CC1	i	i
CCOC(=O)c1c(NC(=O)CSc2nc3cc(Cl)ccc3c(=O)n2Cc2ccco2)sc(C(=O)N(C)C)c1C	i	i
O=S(=O)(c1cccs1)n1cccn1	i	i
CCOc1cc(C=C(C(=O)OC)C(=O)OC)ccc1OCc1ccc([N+](=O)[O-])cc1	i	i
COc1ccc(/C=C(/NC(=O)c2cccc([N+](=O)[O-])c2)C(=O)O)cc1OC	i	i
COc1cc(Cl)ccc1OCc1cc(C(=O)NCc2cc(C(C)C)no2)no1	i	i
CCOC(=O)Cn1c(=O)n(Cc2ccco2)c(=O)c2ccc(C(=O)NCCc3ccccc3)cc21	i	i
Cn1cnnc1SC1c2cccc3cccc(c23)C1NS(=O)(=O)c1ccc(Cl)cc1 (stereo not given)	i	i
CC(=O)c1ccc(Sc2nnc(C)s2)c([N+](=O)[O-])c1	i	i
Cc1ccc(NC(=O)c2ccc(Cl)c(N3C(=O)CCC3=O)c2)cc1	i	i
Cc1ccccc1OCC(=O)Nc1sc2c(c1C#N)CCC2	i	i
O=C(NCC(c1ccco1)N1CCc2ccccc2C1)c1cccc(Br)c1 (stereo not given)	i	i
O=C1NCCCN1Cc1ccc(F)cc1	i	i
O=C(NCCN1CCOCC1)c1cc(-c2ccccc2Cl)on1	i	i
Cc1ccccc1-c1nn(-c2ccc(F)cc2F)cc1CNC1CC1	i	i
CN(C)S(=O)(=O)c1ccc(Cl)c(NC(=O)CN2C(=O)NC3(CCCC3)C2=O)c1	i	i
O=C(NCCc1c[nH]c2ccccc12)/C(=C\c1cccnc1)NC(=O)c1ccco1	i	i
Cc1cnc(C(=O)NCCc2ccc(C(F)(F)F)cc2)cn1	i	i
NNC(=O)c1ccccc1OCCOc1ccccc1	i	i
CCCCNC(=O)C(=O)NCc1ccncc1	i	i
COc1c(/C=N/Nc2nc(N3CCCCC3)nc(N3CCCCC3)n2)cccc1[N+](=O)[O-]	i	i
COc1cccc(/C=C/c2nc(S(=O)(=O)c3ccccc3)c(N(C)C)o2)c1	i	i
CCN(CC)c1ccc(/C=N/NC(=O)Nc2nonc2N)cc1	i	i
CCCCCOc1ccc(C(=O)Nc2ccc(S(=O)(=O)Nc3cc(C)on3)cc2)cc1	i	i
CC(=O)c1cc(O)c2ccccc2c1O	i	i
NNC(=O)c1ccc(CN2C(=O)c3cccc4cccc2c34)cc1	i	i
CN(c1ccc(OCC(=O)OCC(=O)c2c(N)n(C)c(=O)n(C)c2=O)cc1)S(=O)(=O)c1ccc2ccccc2c1	i	i
c1ccc(Cn2ccnc2-c2ccco2)cc1	i	i
COc1ccc(C2C=C(c3ccc(F)cc3)NC(=S)N2)cc1OC (stereo not given)	i	i
Cc1cc(C(=O)NNS(=O)(=O)c2cccc(Cl)c2)nn1C(C)(C)C	i	i
COc1ccc(NC(=O)c2cnn(-c3ccccc3)c2C)c(OC)c1	i	i

# Four entries from above, set out differently:
NNC(=O)c1ccc(CN2C(=O)c3cccc4cccc2c34)cc1
- CHT allo act: i
- CHT block: i

CCN(CC)c1ccc(/C=N/NC(=O)Nc2nonc2N)cc1
- CHT allo act: i
- CHT block: i

COc1ccc(C2C=C(c3ccc(F)cc3)NC(=S)N2)cc1OC (stereo not given)
- CHT allo act: i
- CHT block: i

CC(=O)c1cc(O)c2ccccc2c1O
- CHT allo act: i
- CHT block: i

# (further entries)
canonical_smiles	CHT allo act	CHT block
Cc1cc(C)c[n+](C(C)C(=O)c2ccc(Cl)cc2)c1 (stereo not given)	i	i
CCOc1ccccc1C(=O)Nc1cc2c(cc1N1CCCC1)n(CC)c(=O)n2CC	i	i
CN(C)/C=C(/C(=O)c1ccc(Cl)cc1)S(=O)(=O)c1ccccc1	i	i
COc1cc(OC)c(OC)cc1CN1CCN(C(=O)c2cccc3ccccc23)CC1	i	i
CC1=C(C(=O)OCC2CCCO2)C(c2coc3ccccc3c2=O)C2=C(CCCC2=O)N1 (stereo not given)	i	i
CC(C)=N/N=C(\N)SCc1ccccc1	i	i
O=C1CC(c2ccco2)Cc2nc(NCC3CCCO3)ncc21 (stereo not given)	i	i
Cc1nc(CS(=O)c2ccc(Cl)cc2)cc(N2CCOCC2)n1 (stereo not given)	i	i
O=C(N/N=C/c1ccc(-c2cccc(C(F)(F)F)c2)o1)c1cccc(F)c1	i	i
COc1cccc2c1cc1c(=O)n(CC(=O)NCCCc3ccccc3)nc(C)n12	i	i
O=C(CNC(=S)NC(=O)c1ccc(Br)o1)c1ccccc1	i	i
COc1ccc(N2CCN(C(c3cccs3)c3nnnn3C3CCCC3)CC2)cc1 (stereo not given)	i	i
CCOC(=O)CC(=O)N/N=C/c1c(N)n(C)c(=O)n(C)c1=O	i	i
C=CCSc1nccc(=O)[nH]1	i	i
CCN(CC)CCCNC(=O)c1[nH]c2ccccc2c1Sc1ccc(Cl)cc1	i	i
Cc1ccc(O)c(NC(=S)NC(=O)/C=C/c2ccco2)c1	i	i
CCN(CC)C(=O)c1ccc(-c2nnc(Nc3ccc(C(=O)N(C)C)cc3)c3ccccc23)cc1	i	i
CC1CN(C(=O)c2ccc3c(c2)OCO3)OC(c2ccccc2)O1 (stereo not given)	i	i
CCCCCCCN(C(=O)CCl)c1ccccc1C	i	i
CC(C)C[C@H]1COCCS(=O)(=O)N1Cc1ccccc1F	i	i

# New compounds follow
SMILES,CHT allo act,CHT block
COc1cccc(NC(=O)c2cncs2)c1,i,i
COc1ccc(/C=C2/SC(=O)N(CC(O)Cn3c4ccccc4c4ccccc43)C2=O)cc1 (stereo not given),i,i
COc1ccnc(Oc2ccc(F)cc2)c1C(=O)N/C=N/OCc1ccccc1,i,i
COC(=O)c1ccc(C23CC4(C2)[C@H](CN(Cc2cccnc2)[C@@H]4c2ccccc2)C3c2ccc(C(F)(F)F)cc2)cc1 (stereo not given in full),i,i
O=C(O)c1ccc(CNCc2ccccc2F)cc1,i,i
O=C(CNCCCO)Nc1cc(C(F)(F)F)cc(NC(=O)CNCCCO)c1Cl,i,i
Cc1cccc(N(CC(=O)NC(C)(C)C)C(=O)CS(=O)CC(=O)Nc2ccc(F)cc2)c1 (stereo not given),i,i
Cc1nc(SCC(=O)NC(=O)NCc2ccccc2)nc(C)c1C,i,-6.2*
C#CCOCCOCCOCCNc1nc(N2CCN(C(=O)[C@H]([C@@H](C)CC)n3cc([C@@H](N)CO)nn3)CC2)nc(N2CCN(C(=O)[C@H](Cc3cc4ccccc4[nH]3)n3cc([C@@H](N)Cc4ccc(O)cc4)nn3)CC2)n1,i,i
CCC(=O)NC(NC(=S)Nc1c(C)n(C)n(-c2ccccc2)c1=O)C(Cl)(Cl)Cl (stereo not given),i,i
CCOC(=O)/C(=C/c1ccc(OC(=O)c2ccccc2)cc1)C(C)=O,i,i
O=[N+]([O-])c1cccc(CSc2nnc3ccccn23)c1,i,i
COCCn1c(N)c(N(Cc2ccccc2)C(=O)c2cc3ccccc3o2)c(=O)[nH]c1=O,i,i
CCOC(=O)C1CCN(C2=NC(=O)/C(=C/c3ccc(O)cc3)S2)CC1,i,i
COc1ccc(N2CCN(C(=O)C3CCN(S(=O)(=O)c4ccccc4)CC3)CC2)cc1,i,i
Cn1c(=O)[nH]c(=O)c2c1nc(CN1CCOCC1)n2Cc1ccccc1,i,i
CCCCN1C(=O)/C(=C2/Sc3ccc(OC)cc3N2CC)SC1=S,i,i
O=C(Cc1ccc(F)cc1)N1CCN(c2ccc(F)cc2)CC1,i,i
O=C(Nc1ccc(Cl)cc1)C1CCCN(S(=O)(=O)c2cnc[nH]2)C1 (stereo not given),i,i
CCOc1ccccc1NC(=O)CCCCCN1C(=O)[C@@H]2Cc3ccccc3CN2C1=O,i,i
CC(C)N(Cc1ccccc1)C(=O)COC(=O)/C=C/c1cnc2ccccc2n1,i,i
CCOC(=O)c1cnc2c(C#N)c(C)nn2c1-c1ccccc1,i,i
O=C(NCc1ccco1)Nc1ccc([N+](=O)[O-])cc1,i,i
COc1ccc(S(=O)(=O)N2CCC(C(=O)NCc3ccccn3)CC2)cc1C,i,i
CC(C)(C)OC(=O)N/N=C\c1cccnc1,i,i
C=CCN1C(=S)CC(c2ccccc2)=Nc2ccccc21,i,i
Cc1onc(-c2ccccc2)c1-c1csc(COc2ccccc2)n1,i,i
Clc1cccc(Cl)c1CSc1nnc(CN2CCOCC2)n1-c1ccccc1,i,i
O=C(COc1ccccc1)NN1C(=O)CSC1=S,i,i
CN1CCN(CC(O)COc2ccccc2)CC1 (stereo not given),i,i
O=C(CCN1C(=O)/C(=C/c2ccccc2F)SC1=S)Nc1ccccn1,i,i
COc1c(F)c(F)c(C(=O)Nc2cccc(Cl)c2N2CCOCC2)c(F)c1F,i,i
CCOc1ccc(CNC(=O)C2Cc3cc(S(=O)(=O)N4CCCC4)ccc3N2C(C)=O)cc1 (stereo not given),i,i
N#C/C(=C\c1cccnc1)c1nc2c(s1)CCCC2,i,i
OC(COc1ccc(Cl)cc1Cl)Cn1ccnc1 (stereo not given),i,i
COc1cc(NC(=O)c2cccc(C)c2)c(OC)cc1NC(=O)CN1CCOCC1,i,i
Cc1ccc(NC(=O)c2ccco2)c(NC(=O)Cc2cccs2)c1,i,i
CC(C)n1cc(CN2CCCC(CNS(=O)(=O)c3cccc4cccnc34)C2)cn1 (stereo not given),i,i
N#CC(C#N)=Cc1ccc(NC(=O)c2ccc(Br)cc2)cc1,i,i
CC(C)c1ccc(S(=O)(=O)N2CCN(C(=O)c3cccc(F)c3)CC2)cc1,i,i
Clc1ccc(OCCSc2ncccn2)cc1,i,i
COc1cccc(N2CCN(C(=O)c3nc4nc(C)cc(C)n4n3)CC2)c1,i,i
C=CCN1C(=O)C2C(C(=O)NC)C3C=CC2(O3)C1C(=O)NCc1ccc(OC)cc1 (stereo not given),i,i
CN1C(=O)c2ccc(N3CCCC3)cc2C1=O,i,i
COc1ccc(CN2CCN(C(=O)CCC(=O)Nc3nnc(C(F)(F)F)s3)CC2)cc1F,i,i
COC(=O)C1=C(C(=O)c2ccccc2)C(c2ccc(OC)c(OC)c2)Nc2nnnn21 (stereo not given),i,i
CC(=O)c1cnc(Nc2cccc(C)c2)s1,i,i
C/C(=N\Nc1ccccn1)c1ccc(Br)s1,i,i
COc1ccc(-c2cc(C(=O)Nc3ccc(F)cc3F)no2)cc1,i,i
C=CCOc1ccc(C2N3CC4(C)CN2CC(CCC)(C3)C4=O)cc1 (stereo not given),i,i
NC(=O)COC(=O)C(Cc1ccccc1)NS(=O)(=O)c1ccccc1F (stereo not given),i,i
CCOC(=O)c1ccc(NC(=S)N2CCN(CCN=CC3=C(O)CC(C)(C)CC3=O)CC2)cc1,i,i
COc1c(C)cccc1C(=O)Nc1ccc(CN2CCCCC2)cc1,i,i
COc1ccc(S(=O)(=O)N2CCN(c3ncccn3)CC2)cc1,i,i
O=C(/C=C/Nc1cccc(C(F)(F)F)c1)C(F)(F)F,i,i

# High-throughput results: PubChem, Johns Hopkins Ion Channel Center
